HTRA1 inh = HTRA1 serine protease inhibitors, primary screen, biochemical, fluorescence polarization, HTS; recombinant HTRA1, FP-rhodamine activity-based probe; actives 0.5% (n = 340,000); Q92743; inhibition, % at 5.96 µM; in the data active means inhibition above about 36%;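 further: 0% = enzyme with DMSO and 100% = wells lacking enzyme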
ASAP1 inh = inhibitors of human ASAP1 ArfGAP activity, primary screen, biochemical, fluorescence polarization; ASAP1-stimulated ARF1 GTP hydrolysis, GDP FP detection; inhibition, % at 16.5 µM; actives 0.19% (n = 360,000); AID 624377, 2012; in the data active means inhibition above about 25%;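 further: 0% = vehicle with enzyme and substrate and 100% = no enzyme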
SMARCA2 activ = SMARCA2 (BRM) function activators, primary screen, cell-based, luminescence, high throughput; actives 1% (n = 370,000); MG213 cells, MMTV-luciferase reporter, dexamethasone, overnight; AID 652017, 2013; activation, % at 9.1 µM; in the data active means activation above about 7.8%;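 further: 0% = vehicle wells and 100% = reference activator wells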
NPR1 activator = GC-A stimulated cGMP production enhancers – HEK293 GC-A cells, cGMP TR-FRET, EC30 ANP, primary screen; 0% at EC30 ANP, 100% saturating ANP; activation, % at 10 µM; actives 0.14% (n = 370,000); AID 1671463, 2021; in the data active means activation above about 40%
Rev-erbA mod = modulators of Rev-erb alpha DNA binding, primary screen, biochemical, FITC-DNA, fluorescence polarization, uHTS; actives 0.79% (n = 370,000); Rev-erbα–FITC-DNA binding, 90 min; activity, % at 10 µM; AID 1259318, 2017;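 active means activity above about 14%, limit read from the data; passing the limit was not always enough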;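 further: 0% = DMSO wells with 35 nM protein and 100% = DMSO wells with 750 nM protein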
Target sequence (P20393 whole entry, looked up): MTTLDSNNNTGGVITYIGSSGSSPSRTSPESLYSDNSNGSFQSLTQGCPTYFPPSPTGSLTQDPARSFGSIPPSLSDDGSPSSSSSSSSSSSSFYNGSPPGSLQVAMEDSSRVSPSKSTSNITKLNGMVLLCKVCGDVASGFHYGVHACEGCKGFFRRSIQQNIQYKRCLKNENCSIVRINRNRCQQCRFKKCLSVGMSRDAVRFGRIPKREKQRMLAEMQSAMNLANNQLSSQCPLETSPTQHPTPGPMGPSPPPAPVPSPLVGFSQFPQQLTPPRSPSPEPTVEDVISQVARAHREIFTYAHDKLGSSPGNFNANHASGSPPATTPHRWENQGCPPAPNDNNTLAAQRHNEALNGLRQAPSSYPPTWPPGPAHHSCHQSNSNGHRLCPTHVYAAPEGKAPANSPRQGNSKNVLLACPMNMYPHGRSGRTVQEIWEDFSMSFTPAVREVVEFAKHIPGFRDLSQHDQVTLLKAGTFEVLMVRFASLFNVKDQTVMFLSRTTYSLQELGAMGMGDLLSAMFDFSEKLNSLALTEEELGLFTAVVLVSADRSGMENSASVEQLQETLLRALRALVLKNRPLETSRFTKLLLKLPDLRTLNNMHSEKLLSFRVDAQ
GC-B act = human GC-B receptor activators, primary screen, HEK293 GC-B cells, cGMP TR-FRET, EC30 CNP; Atrial natriuretic peptide receptor 2 (Homo sapiens), P20594; 0% at EC30 CNP, 100% saturating CNP; activation, % at 10 µM; actives 0.11% (n = 370,000);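 active means activation at 10 µM reaching about 35% in either raw or pattern-adjusted values, limit read from the data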
rCAG binder = binders of r(CAG) RNA repeats, primary screen, biochemical, fluorescence; inhibition, % at 3 µM; AID 651821, 2012; r(CAG) RNA repeat, TO-PRO-1 dye displacement fluorescence; actives 1.3% (n = 370,000);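 active means inhibition above the plate cutoff, the mean of all test compounds on that plate plus 3 SD, cut at about 35% in these data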;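 further: 0% = DMSO alone and 100% = 100 µM mitoxantrone as full dye displacement; higher means more dye released from RNA so lower well fluorescence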
PG9 binder = binders of HIV-1 gp120 antibody PG9, primary screen, biochemical, TR-FRET; inhibition, % at 6.7 µM; TR-FRET gp120-PG9 antibody binding; HIV-1 gp120 / PG9 antibody interaction; actives 0.43% (n = 360,000); in the data active means inhibition above about 8.5%
ARFGAP1 inhibitor = inhibitors of rat ARFGAP1 GAP activity, primary screen, biochemical, fluorescence polarization, GDP tracer; ADP-ribosylation factor GTPase-activating protein 1 (Rattus norvegicus), Q62848; Arfgap1-stimulated ARF1 GTP hydrolysis, GDP FP detection; inhibition, % at 16.5 µM; actives 0.26% (n = 360,000);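 active means inhibition above a per-plate limit, mean inhibition of low control wells plus 3 SD, cut at about 25% in these data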;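 further: 0% = DMSO wells with enzyme and 100% = wells lacking Arfgap1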
Target sequence (Q62848 1-136 limits assumed): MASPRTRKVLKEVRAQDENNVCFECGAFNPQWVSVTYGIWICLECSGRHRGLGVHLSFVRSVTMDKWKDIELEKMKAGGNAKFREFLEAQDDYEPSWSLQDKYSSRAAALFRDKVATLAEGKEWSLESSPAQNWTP
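Repeats: one replicate per compound; assay system: rat Arfgap1 catalytic domain, aa 1-136; times: enzyme reaction 120 min at 25 °C after 20 min preincubation; detection: FP of antibody-bound GDP Alexa 633 tracer, ex 620/em 688 nm; benchmarks: high control wells lacking Arfgap1, low control full reaction with DMSO; reagent: human ARF1(Δ1-17)-GTP substrate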
ABHD4 inh = ABHD4 inhibitors, primary screen, biochemical, fluorescence polarization, mouse; (Lyso)-N-acylphosphatidylethanolamine lipase (Mus musculus), Q8VD66; purified mABHD4, FP-Rh probe fluorescence polarization; inhibition, % at 8.92 µM; actives 0.54% (n = 370,000);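 active means inhibition exceeding the mean over every tested compound plus 3 SD, cut at about 30% in these data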;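 further: 0% = plate median of compound wells and 100% = S159A mutant with DMSO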
Target sequence (Q8VD66 whole entry, looked up): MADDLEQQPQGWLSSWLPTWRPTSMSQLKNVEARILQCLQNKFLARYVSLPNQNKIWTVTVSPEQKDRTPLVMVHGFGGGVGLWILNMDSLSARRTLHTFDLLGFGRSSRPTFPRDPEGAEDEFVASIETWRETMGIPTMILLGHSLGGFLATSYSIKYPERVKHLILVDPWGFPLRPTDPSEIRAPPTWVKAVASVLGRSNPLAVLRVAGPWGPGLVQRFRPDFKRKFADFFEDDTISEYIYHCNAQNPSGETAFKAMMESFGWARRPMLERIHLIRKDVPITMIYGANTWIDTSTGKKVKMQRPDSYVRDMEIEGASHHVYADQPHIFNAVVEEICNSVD
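Test system: mABHD4 protein | Buffer or medium: HEPES pH 7.0 buffer, 150 mM NaCl, 0.01% Pluronic F-127 | Probe or stimulus: FP-Rh fluorescent activity-based probe, added after compound pre-incubation | Timing: Pre-incubation 45 min, probe exposure 60 min, at 25 °C | Technique: Fluorescence polarization, excitation 525 nm, emission 598 nm, BODIPY TMR filters | Repeats: Single well per compound (singlicate)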
* marks the source's active call; other numbers are inactive results; x = no result given.

#	mol	HTRA1 inh	ASAP1 inh	SMARCA2 activ	NPR1 activator	Rev-erbA mod
1	Cc1ccccc1NS(=O)(=O)c1ccc(C(=O)N2CCCCCC2)cc1	-4	0	4	4	6
2	CC1(C(=O)N2CCN(C(=O)c3ccco3)CC2)CC1(Br)Br (stereo unspecified)	6	-5	4	3	-2
3	COC(=O)Nc1ccc([N+](=O)[O-])cc1OC	7	1	-1	0	4
4	O=C(c1ccc2nsnc2c1)N1CCN(c2ccc([N+](=O)[O-])cc2)CC1	4	-6	-4	0	-1
5	Cc1nonc1NC(=O)CSc1cn[nH]n1	7	-3	-3	3	-1
6	CCOC(=O)CN1C(=O)N[C@@H](c2ccccc2)[C@H](C(C)=O)[C@H]1C	0	9	-2	-1	-6
7	CC(=O)NCCOC(=O)c1nn(Cc2ccccc2)c(=O)c2ccccc12	-1	5	-3	5	-6
8	CC(=O)N1CCCc2cc(S(=O)(=O)N3CCN(c4ccccn4)CC3)ccc21	-1	2	-4	-4	-1
9	O=C1OCC2=C1C(c1ccc(Cl)cc1)CC(=O)N2c1ccc(F)cc1 (stereo unspecified)	1	-6	-2	2	3
10	O=c1cc(CSc2nnc(-c3cccs3)n2Cc2ccccc2)nc2sc3ccccc3n12	-18	2	-6	-6	-34
11	O=C(O)/C=C/C(=O)Nc1ccc(OC(F)(F)F)cc1	3	-10	-3	3	1
12	COc1ccc(C)cc1NC(=O)C(CCS(C)(=O)=O)NC(C)=O (stereo unspecified)	0	14	0	2	-5

#	GC-B act	rCAG binder	PG9 binder	ARFGAP1 inhibitor	ABHD4 inh
1	-2	-2	0.1	5	-2
2	1	-3	-0.1	18	-2
3	-5	0	-1.8	-13	1
4	-2	-1	-1.3	4	0
5	6	2	1.4	-5	4
6	0	1	-3.0	-1	-5
7	4	-2	-1.8	-12	-3
8	2	-7	0.0	6	5
9	0	-3	-0.4	-11	-3
10	9	6	-0.2	-11	1
11	5	-3	1.4	5	2
12	-2	1	-1.4	-13	1

Carrying on:
#	mol	HTRA1 inh	ASAP1 inh	SMARCA2 activ	NPR1 activator	Rev-erbA mod
13	CC1CCc2nn(CC(=O)NCCCN3CCCCC3)cc2C1 (stereo unspecified)	3	-17	4	0	2
14	O=C(CSc1ncccn1)NCCC1=CCCCC1	-8	1	0	1	4
15	CN(C)S(=O)(=O)c1cc(NC(=O)CN2C(=O)NC3(CCCc4ccccc43)C2=O)ccc1Cl (stereo unspecified)	-11	-8	-5	-2	4
16	Cc1nc(Sc2ccccc2)c(C#N)c(C)c1[N+](=O)[O-]	-5	3	-1	0	-2
17	COc1cc(SC)ccc1C(=O)OC(C)C(=O)Nc1ccc(NC(C)=O)cc1 (stereo unspecified)	1	11	-3	1	-1
18	COc1ccc(N(C(=O)COc2ccccc2)C2C=CS(=O)(=O)C2)c(OC)c1 (stereo unspecified)	9	2	-3	-12	-4
19	CC1CC(C)CN(C(=O)COC(=O)c2ccc3ncsc3c2)C1 (stereo unspecified)	2	10	2	0	6
20	O=C(NN=Cc1c(F)cccc1F)c1ccccc1NS(=O)(=O)c1cccs1	2	-12	0	-1	-4
21	COc1ccc(C(=O)NCC(=O)OCC(=O)N2CCC(C)CC2)cc1OC	5	2	-1	3	-5
22	CC1(c2ccccc2)NC(=O)N(CC(=O)Nc2cccc(C#N)c2)C1=O (stereo unspecified)	-3	5	-2	0	2
23	Cc1ccnc(OC(C(=O)O)C(OCc2ccccc2)(c2ccc(F)cc2)c2ccc(F)cc2)n1 (stereo unspecified)	-6	-3	-2	2	3
24	S=C(Nc1ccc(Br)cc1)NC1CCCC1	-7	2	0	2	3

#	GC-B act	rCAG binder	PG9 binder	ARFGAP1 inhibitor	ABHD4 inh
13	3	3	-0.6	-4	-2
14	-1	-1	2.0	-7	2
15	5	10	1.1	-10	-12
16	-1	0	-1.5	-8	0
17	0	0	-0.5	-12	-4
18	-3	-1	3.0	2	3
19	1	-1	1.2	0	2
20	5	38*	-1.0	-2	0
21	1	-5	-1.9	-2	0
22	3	-1	0.9	3	-6
23	5	33	-1.1	-6	14
24	-1	0	-3.7	-3	-5

Carrying on.
#	mol	HTRA1 inh	ASAP1 inh	SMARCA2 activ	NPR1 activator	Rev-erbA mod
25	O=C(c1ccco1)N1CCC(c2ccccc2)C1 (stereo unspecified)	3	0	2	0	-1
26	Cn1nc(C(C)(C)C)cc1C(=O)N1CCCCC1c1cc(C(=O)Nc2ccccc2Cl)no1 (stereo unspecified)	x	2	-4	-1	-3
27	CCCOc1ccc(C(=O)Nc2cc(-c3nn4c(C)nnc4s3)ccc2C)cc1	-3	2	0	7	-8
28	C[C@H](O)C#Cc1cnc2c(c1)C(=O)N([C@H](C)CO)C[C@@H](C)[C@@H](CN(C)Cc1ccc(-c3ccccc3)cc1)O2	12	-5	0	2	3
29	COc1ccccc1CNC(=O)C1CCN(S(=O)(=O)c2ccc3c(c2)OCCCO3)CC1	-5	-3	-3	-2	-2
30	CC(C)CCNC(=O)c1ccc(-n2cnc3cccnc32)cc1	2	-17	-3	2	-5
31	O=C(COC(=O)c1ccccc1Oc1ccccc1)NC1CC1	5	5	-3	-4	-2
32	Cc1ccccc1NC(=O)CN1C(=O)S/C(=C\c2ccc(-c3cc(C(=O)O)ccc3C)o2)C1=O	-4	4	0	-5	-1
33	COc1cc(C2CC(=O)N3CN(Cc4ccccc4)CSC3=C2C#N)ccc1OCc1ccccc1 (stereo unspecified)	-31	-3	-1	-6	-1
34	O=C(Nc1ccccc1N1CCN(C(=O)c2ccccc2)CC1)c1ccc(Br)o1	1	-10	-1	-2	0
35	CC(NS(=O)(=O)c1cccc(C(=O)N(C)Cc2ccc(N3CCOCC3)cc2)c1)c1ccccc1 (stereo unspecified)	5	2	0	0	-8
36	CN=C(Nc1ccc(C(=O)OC)s1)c1ccccc1	-5	18	1	-4	2

#	GC-B act	rCAG binder	PG9 binder	ARFGAP1 inhibitor	ABHD4 inh
25	0	1	-1.6	4	3
26	0	4	-0.4	14	-7
27	1	5	-0.8	0	-4
28	3	3	-0.7	9	3
29	-4	1	1.1	5	9
30	-2	0	0.7	-1	0
31	1	-6	-0.4	-1	-2
32	-6	10	-3.8	0	-4
33	-8	51*	2.1	7	-37
34	-1	-2	-0.8	8	4
35	2	-1	-1.0	-14	1
36	-1	0	0.5	-2	4

Shown as labelled records: entries from further up
[26] Cn1nc(C(C)(C)C)cc1C(=O)N1CCCCC1c1cc(C(=O)Nc2ccccc2Cl)no1 (stereo unspecified)
  HTRA1 inh: x | ASAP1 inh: 2 | SMARCA2 activ: -4 | NPR1 activator: -1 | Rev-erbA mod: -3 | GC-B act: 0 | rCAG binder: 4 | PG9 binder: -0.4 | ARFGAP1 inhibitor: 14 | ABHD4 inh: -7

[27] CCCOc1ccc(C(=O)Nc2cc(-c3nn4c(C)nnc4s3)ccc2C)cc1
  HTRA1 inh: -3 | ASAP1 inh: 2 | SMARCA2 activ: 0 | NPR1 activator: 7 | Rev-erbA mod: -8 | GC-B act: 1 | rCAG binder: 5 | PG9 binder: -0.8 | ARFGAP1 inhibitor: 0 | ABHD4 inh: -4

[28] C[C@H](O)C#Cc1cnc2c(c1)C(=O)N([C@H](C)CO)C[C@@H](C)[C@@H](CN(C)Cc1ccc(-c3ccccc3)cc1)O2
  HTRA1 inh: 12 | ASAP1 inh: -5 | SMARCA2 activ: 0 | NPR1 activator: 2 | Rev-erbA mod: 3 | GC-B act: 3 | rCAG binder: 3 | PG9 binder: -0.7 | ARFGAP1 inhibitor: 9 | ABHD4 inh: 3

[29] COc1ccccc1CNC(=O)C1CCN(S(=O)(=O)c2ccc3c(c2)OCCCO3)CC1
  HTRA1 inh: -5 | ASAP1 inh: -3 | SMARCA2 activ: -3 | NPR1 activator: -2 | Rev-erbA mod: -2 | GC-B act: -4 | rCAG binder: 1 | PG9 binder: 1.1 | ARFGAP1 inhibitor: 5 | ABHD4 inh: 9

More results.
#	mol	HTRA1 inh	ASAP1 inh	SMARCA2 activ	NPR1 activator	Rev-erbA mod
37	O=C(Nc1nnc(SCC(=O)N2CCCC2)s1)C1CC(=O)N(c2ccccc2)C1 (stereo unspecified)	-4	6	3	0	-3
38	CCOc1ccc(C(=O)OCC(=O)NC2CCCCCCC2)cc1	3	1	-6	1	-5
39	OCC[C@@H]1C[C@@H](O)[C@H](O)[C@@]2(Cc3ccccc3CO2)O1	-2	-3	2	0	1
40	COCCN(CC(=O)Nc1cc(Cl)ccc1-n1cncn1)Cc1nc2ccccc2c(=O)[nH]1	8	-7	-2	-11	-1
41	O=C(O)Cn1c2ccccc2c2n[nH]c(=S)nc21	-19	-10	-1	-3	-2
42	S=C1SCN(Cc2ccccn2)CN1Cc1ccco1	1	1	-2	2	-4
43	CN(C)C(=O)CSc1n[nH]c(-c2ccco2)n1	3	8	-4	-2	-3
44	Cc1ccc(NC2CCCN(C(=O)CSc3ccccn3)C2)cc1C (stereo unspecified)	5	-4	-2	-4	4
45	NC(=O)N/N=C/c1ccc(-c2ccc(S(=O)(=O)Nc3ncccn3)cc2)o1	7	-4	-2	2	-3
46	CCN1C(=O)[C@H]2[C@@H](c3ccc(-c4ccc(Cl)c(Cl)c4)cc3)N[C@@](C)(C(=O)OC)[C@H]2C1=O	-4	16	0	10	2
47	CC1CCCN(c2ccc(C(=O)NCc3ccccc3)cn2)C1 (stereo unspecified)	-11	2	0	8	3
48	CC(NC(=O)NC1CCCCC1)c1ccccc1 (stereo unspecified)	-1	-7	1	2	-3
49	CCCCN(CCCNC(=O)Cn1ncc2ccsc2c1=O)Cc1ccccc1	10	-7	-2	-2	-1

#	GC-B act	rCAG binder	PG9 binder	ARFGAP1 inhibitor	ABHD4 inh
37	-6	0	0.9	-8	1
38	0	1	1.5	5	6
39	-3	2	-1.7	5	0
40	-6	1	1.0	8	3
41	3	2	-2.3	-3	-1
42	0	7	-3.4	3	6
43	-2	0	-0.7	-11	-2
44	7	-2	-0.9	10	4
45	7	-6	-3.2	1	3
46	6	2	-2.2	-2	3
47	-5	2	-0.7	7	3
48	2	0	1.1	-1	0
49	1	-6	-1.4	1	-2

5 compounds from above, limited to HTRA1 inh, Rev-erbA mod and rCAG binder.
entry | Compound | HTRA1 inh | Rev-erbA mod | rCAG binder
40 | COCCN(CC(=O)Nc1cc(Cl)ccc1-n1cncn1)Cc1nc2ccccc2c(=O)[nH]1 | 8 | -1 | 1
45 | NC(=O)N/N=C/c1ccc(-c2ccc(S(=O)(=O)Nc3ncccn3)cc2)o1 | 7 | -3 | -6
46 | CCN1C(=O)[C@H]2[C@@H](c3ccc(-c4ccc(Cl)c(Cl)c4)cc3)N[C@@](C)(C(=O)OC)[C@H]2C1=O | -4 | 2 | 2
44 | Cc1ccc(NC2CCCN(C(=O)CSc3ccccn3)C2)cc1C (stereo unspecified) | 5 | 4 | -2
43 | CN(C)C(=O)CSc1n[nH]c(-c2ccco2)n1 | 3 | -3 | 0

Screens as filed in PubChem BioAssay.
